# Compound activity: PubChem BioAssay, Broad Institute
# ARNT TACC3 PPI = disruptors of human ARNT/TACC3 interaction | hit rate 0.66% among 390,000 | inhibition, % at 9.99 µM | AlphaScreen His-ARNT PAS-B/GST-TACC3 binding, luminescence; TACC3 fragment carries E629A point mutation | Q9Y6A5;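 active = mean inhibition of replicates at least 50% and at least half of replicates each reaching 50%; inconclusive = half or more replicates reach 50% but mean below 50%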;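 note: 0% = complete ARNT plus TACC3 wells and 100% = ARNT alone without TACC3; many hits fall short of the cut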
# INS-1E GSIS act = primary screen for activators of insulin secretion dependent on glucose, INS-1E cells, GLuc reporter luminescence; INS-1E GLuc reporter insulin secretion, 2-3 h; activation, % at 16.6 µM; hit rate 0.61% among 370,000; AID 743287;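 active = lowest replicate activation of at least 40%, so every replicate reaches that level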;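 note: 0% = median of neutral control wells and 100% = median of IBMX positive control wells; some compounds called inactive have numbers as strong as hits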
# ERp5 inh = blocks human ERp5 reductase activity on insulin; inhibition, % at 9.99 µM; ERp5 insulin aggregation, absorbance 650 nm, 90 min; Q15084; AID 651711; hit rate 0.05% among 350,000;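 active = mean replicate inhibition above about 25%, with every replicate also reaching it, limit read from the data, passing the limit was not always enough; inconclusive = only one of those two criteria met; inactive = neither criterion met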
# Target sequence (Q15084 whole entry, looked up): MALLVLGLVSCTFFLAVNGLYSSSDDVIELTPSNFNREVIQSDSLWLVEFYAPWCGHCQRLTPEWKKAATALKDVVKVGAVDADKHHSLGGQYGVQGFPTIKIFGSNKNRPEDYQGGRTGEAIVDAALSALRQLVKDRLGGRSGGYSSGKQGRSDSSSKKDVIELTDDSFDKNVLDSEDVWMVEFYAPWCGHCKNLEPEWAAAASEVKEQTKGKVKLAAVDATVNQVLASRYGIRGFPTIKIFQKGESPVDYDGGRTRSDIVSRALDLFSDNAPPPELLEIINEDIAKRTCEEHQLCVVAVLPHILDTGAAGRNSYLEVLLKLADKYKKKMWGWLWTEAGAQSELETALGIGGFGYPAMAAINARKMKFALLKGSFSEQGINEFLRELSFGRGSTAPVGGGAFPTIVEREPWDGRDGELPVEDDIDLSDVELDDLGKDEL
# PAX8 reporter = PAX8 transcriptional activity inhibition. RMG-I TPO-luciferase reporter, SteadyGlo, 24 h. hit rate 1.2% among 360,000. inhibition, % at 12.6 µM;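 active = mean replicate inhibition at least 60% with every replicate also reaching 60%; inconclusive = only one of the two criteria is met; inactive = mean below 60% and not all replicates reaching 60%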;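 note: luciferase light reporting Pax8 driven TPO promoter activity; plate controls were median of neutral control wells for no effect and mitoxantrone controls for full effect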
# CFTR F508del cor = correctors of CFTR F508del function in bronchial epithelial cells | CFBE cells, YFP halide quenching; stimulated with forskolin plus potentiator P3; % fluorescence drop versus neutral controls | activity (quench increase), % at 7.58 µM | hit rate 0.36% among 350,000;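 active = mean added fluorescence quench of at least 8% versus neutral control, with both replicates also reaching 8%; inconclusive = only one of the mean or replicate conditions met; inactive = mean below 8% and not both replicates reaching 8%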;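 note: cells transiently co-express mutant CFTR-F508del with the halide-sensitive YFP; corrector assay measuring rescue of mutant channel to the surface after 24 h compound exposure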
# DENV2 CPE rescue = protects cells from dengue virus 2 cytopathic effect; DENV2-infected cells, cytopathic effect rescue, plate reader; CPE inhibition, % at 9.99 µM; hit rate 1.7% among 350,000; in the data active = CPE inhibition above about 20%, passing the limit was not always enough; inconclusive = no clear call, values can overlap the other calls; tested in BHK-21 cells;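 note: 0% = median of neutral control wells and 100% = median of positive control wells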
# Xi reactivation = reactivates the inactive X chromosome in mouse fibroblasts. XiGFP mouse fibroblasts, % GFP-positive cells imaging, 3 d; cells co-treated with 5-aza-dC sensitizer; scaled so ellipticine positive control = 100%. activation, % at 7.58 µM. hit rate 0.055% among 360,000. AID 743238;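 active = mean normalized replicate activation at least 10% and every replicate at or above 10%; inconclusive = only one of the two criteria met; inactive = mean below 10% and not all replicates reach 10%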;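 note: 0% = median of on-plate neutral control wells and 100% = ellipticine 6 µM median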
#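 assay system = SV40-immortalized XiGFP fibroblast cells, line 68-5-11 | buffer or medium = DMEM plus 5-aza-dC sensitizer | doses = single-point pinned compound dosing | times = 3-day compound exposure, then 15 min fixation at room temperature | benchmarks = positive control ellipticine, 6 µM final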
# EWS-Fli block = inhibitors of EWS/Fli oncoprotein transcriptional activity; A673 NR0B1-luciferase reporter, viability-normalised; inhibition, % at 12.6 µM; hit rate 0.67% among 350,000;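 active = mean inhibition of at least 50% after viability correction, with every replicate also passing that limit; inconclusive = mean reaches 50% but only one of two replicates passes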;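 note: firefly luciferase signal divided by Alamar Blue viability fluorescence both relative to DMSO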
# * = called active by the depositor; ? = inconclusive; . = not tested or not shown.
SMILES,ARNT TACC3 PPI,INS-1E GSIS act,ERp5 inh,PAX8 reporter,CFTR F508del cor,DENV2 CPE rescue,Xi reactivation,EWS-Fli block
COC(=O)C1(C)NCCc2c1[nH]c1ccccc21 (configuration not stated),-2.9,0.9,6.2,.,-1.1,-13.6,.,3.6
CCCCCC(=O)N1C[C@H](O)[C@@H](n2cc(COC(=O)c3ccccc3)nn2)C[C@@H]1c1ccccc1,.,-23.4,8.3,4.5,-1.4,-1.0,0.7,-4.2
CCCNC(=O)N1CC2(C1)CN(C(C)=O)[C@@H](CO)c1[nH]c3cc(OC)ccc3c12,.,10.1,.,.,0.4,-17.2,0.1,-5.8
CN(C)c1ccc(C(=O)OCC(=O)N2CCCCCC2)cc1,-1.3,.,2.6,-80.5,-3.2,14.3,0.0,-6.4
Cc1cccc(C)c1NC(=O)C1(C)CCC(=O)N1CCc1c[nH]c2ccccc12 (configuration not stated),.,4.4,6.3,-2.7,-1.3,-0.9,-0.1,-8.9
CCC(C(=O)OC)n1cnc2c(oc3ccccc32)c1=O (configuration not stated),-3.8,.,-1.1,-0.5,-0.8,2.3,0.7,-28.3
CO[C@@H]1[C@@H](OC(N)=O)[C@@H](O)C(Oc2ccc3c(O)c(NC(=O)c4ccc(O)c(CC=C(C)C)c4)c(=O)oc3c2C)OC1(C)C (some centres not stated),0.1,-2.6,-0.7,-9.8,-0.4,7.9,0.0,20.0
COc1ccc(-c2c(C#N)c(N)nc3sc(C(=O)c4ccccc4)c(N)c23)cc1,-7.7,-10.1,.,-15.7,.,.,0.0,.
CN1C[C@H]2[C@@H](c3ccccc31)[C@@H](CO)N2C(=O)C1CCCC1,-0.7,-10.1,-12.4,5.8,0.7,26.7*,0.0,-2.5
CC(=O)NC(c1ccccc1)c1nc(-c2cncnc2)cs1 (configuration not stated),.,-2.2,5.8,-10.2,0.4,6.4,0.0,0.8
CO[C@@H]1CN(C)C(=O)c2ccc(NC(=O)C3CC3)cc2OC[C@@H](C)N(Cc2ccncc2)C[C@@H]1C,-10.5,-0.3,-2.8,5.7,-3.0,1.7,0.1,-2.3
COc1ccc(CCN=C(C)c2cc(C)c(C)cc2O)cc1OC,-4.1,1.0,-0.5,-3.8,-3.7,0.2,0.1,-2.6
CC1CCN(C(=O)c2[nH]cnc2C(=O)N2CCN(c3ccccc3)CC2)CC1,-25.9,-4.6,-0.6,-1.5,1.3,-1.6,-0.2,0.9
CCOC(=O)C1=CCN(S(=O)(=O)c2ccc(F)cc2)C1c1cccc(F)c1 (configuration not stated),.,-16.4,9.1,9.5,-1.4,1.7,-0.1,-9.7
COc1ccc(C(=O)N2CCN(c3ccccc3)CC2)cc1S(=O)(=O)N1CCOCC1,1.6,14.1,1.0,-5.6,-1.5,8.8,0.6,-6.9
O=C1CCc2cc(S(=O)(=O)Nc3ccccc3Cl)ccc2N1,-0.8,11.5,.,1.6,3.7,?,0.1,2.5
Cc1cccc(S(=O)(=O)N2C[C@@H](O)COC[C@H]3O[C@H](CC(=O)Nc4ccc(-c5ccccc5)cc4)CC[C@@H]32)c1,0.6,-23.1,.,36.0,3.3,5.2,0.4,0.0
O=C(C1CC1)N1CC(=O)N2[C@H](CO)[C@@H](c3ccc(C#Cc4cccc(F)c4)cc3)[C@@H]2C1,.,-3.0,2.5,-4.0,5.5,9.3,0.2,-1.6
CNC[C@H]1Oc2ccc(NS(=O)(=O)c3c(C)noc3C)cc2C(=O)N([C@H](C)CO)C[C@H]1C,-3.3,28.6,-1.8,-1.1,-0.3,-6.5,-1.1,-7.0
CC(C)(C)n1cnc(C(N)=O)c1N,10.7,-1.2,4.3,-4.8,-0.1,-1.0,0.3,0.1
O=C(CNC(=O)c1ccccc1)NCC(=O)OCC(=O)c1ccccc1Cl,-11.3,7.7,4.2,-13.2,-0.5,2.9,0.1,-0.7
COc1cc(CNCCCN2CCOCC2)ccc1OCC(=O)NC(C)(C)C,.,8.7,-1.5,1.9,0.8,5.5,0.1,-3.0
CC(=O)N1CCC(=NNc2ccnc3cc(Cl)ccc23)CC1,.,12.4,1.8,14.1,.,2.5,0.4,14.0
CCNc1nc(NCC)n2c(SCC(=O)Nc3ccc(OC)c(OC)c3)nnc2n1,.,0.5,6.9,-11.6,2.5,-13.9,0.0,-0.2
COc1ccc2c3c(n(C)c2c1)[C@@H](CO)N(Cc1ccccc1)CC31CCN(S(=O)(=O)c2ccc(C)cc2)CC1,.,14.9,2.9,12.5,4.4,?,-0.1,19.8
COc1ccc(NC(=O)Nc2ccc3c(c2)C(=O)N([C@H](C)CO)C[C@@H](C)[C@H](CN(C)S(=O)(=O)c2cn(C)cn2)O3)cc1,-1.9,-2.0,0.5,.,2.0,-3.4,-0.3,-0.6
CC(C)NC(=O)N1[C@@H]2c3cccc(=O)n3C[C@H]1[C@H](CO)[C@H]2C(=O)N1CCC(Cc2ccccc2)CC1,.,5.3,0.2,-12.1,-0.2,-9.4,0.1,-6.9
C[C@H](CO)N1C[C@H](C)[C@@H](CN(C)C(=O)NC2CCCC2)Oc2ncc(C3=CCCC3)cc2C1=O,.,-0.7,-2.3,14.3,0.8,-2.2,0.7,-4.8
Cc1ccc(S(=O)(=O)N(C)C)cc1NC(=O)c1ccccc1SCC(=O)N1CCCC1,-18.0,3.0,9.1,-0.7,0.1,-2.3,-0.2,-0.4
COC(=O)C(CCSC)NC(=O)Cn1ncc2c(=O)oc3ccc(C)cc3c21 (configuration not stated),-1.9,10.1,12.7,-22.6,1.3,2.3,0.2,7.0
CN(c1ccccc1)S(=O)(=O)c1cccc2ccccc12,-10.1,3.3,-0.9,-22.9,3.0,-2.1,0.1,-3.6
O=C(O)C1CCN(S(=O)(=O)c2cccc3nsnc23)CC1,-1.4,5.1,3.6,-2.5,1.9,-4.7,0.2,.
COc1ccc2c3c([nH]c2c1)[C@@H](CO)N(Cc1ccccc1)CC31CCN(S(=O)(=O)c2ccc(C)cc2)CC1,.,-36.0,-7.8,.,3.6,-14.9,0.2,12.5
CCCNC(=O)/C=C/C(=O)O,-4.9,2.6,0.8,-35.3,1.0,?,0.1,-9.3
CC(C)NC(=O)C(=O)c1cn(C)c2ccccc12,-2.3,.,-1.1,13.4,1.7,-0.5,0.2,-8.1
O=C(NCC1CC1)[C@@H]1[C@@H](CO)[C@@H]2Cn3c(ccc(-c4ccccc4)c3=O)[C@H]1N2Cc1nccs1,-1.8,-5.2,-3.9,.,-1.1,-2.5,0.1,12.3
O=C(COC(=O)CC1CC2CCC1C2)Nc1cccc(S(=O)(=O)NC2=NCCCCC2)c1 (configuration not stated),-1.3,-42.6,3.3,11.1,0.2,7.3,0.3,1.1
CC[C@]12C(=O)N(C)C[C@H]([C@@H]3C(=O)N(Cc4ccccc4)C(=O)[C@@H]31)N2C(=O)c1ccc(F)cc1,.,7.7,?,-13.2,-0.7,-6.8,0.0,-4.8
COC(CSc1nc(N)c2c3c(sc2n1)CN(C)CC3)OC,9.5,40.7,1.0,-19.2,1.1,12.1,0.0,-17.7
O=C(NC1CCCC1)C1CCN(C(=O)NCc2ccccc2)CC1,.,0.9,-2.3,-5.3,0.2,6.4,0.0,4.0

# Part of the list above in a different format.
molecule	ARNT TACC3 PPI	INS-1E GSIS act	ERp5 inh	PAX8 reporter	CFTR F508del cor	DENV2 CPE rescue	Xi reactivation	EWS-Fli block
O=C(O)C1CCN(S(=O)(=O)c2cccc3nsnc23)CC1	-1.4	5.1	3.6	-2.5	1.9	-4.7	0.2	.
O=C(NCC1CC1)[C@@H]1[C@@H](CO)[C@@H]2Cn3c(ccc(-c4ccccc4)c3=O)[C@H]1N2Cc1nccs1	-1.8	-5.2	-3.9	.	-1.1	-2.5	0.1	12.3

# More records.
SMILES,ARNT TACC3 PPI,INS-1E GSIS act,ERp5 inh,PAX8 reporter,CFTR F508del cor,DENV2 CPE rescue,Xi reactivation,EWS-Fli block
Cc1ccc(C(=O)NN(CCC(=O)NC(C)(C)C)C2=NS(=O)(=O)c3ccccc32)cc1,-9.7,-16.3,.,24.5,.,.,4.0,.
C/C=C/c1ccc([C@@H]2[C@@H](CO)N(S(C)(=O)=O)C23CN(C(=O)CC)C3)cc1,.,10.7,-5.5,0.2,-1.8,-6.4,0.0,1.5
O=C(N/N=C/c1ccco1)c1cc2ccccc2o1,-4.5,2.6,-2.1,-41.1,-0.8,6.1,0.1,-21.9
CC1CCC/C(=N/Nc2nc3ccccc3s2)C1 (configuration not stated),9.1,14.6,.,-68.9,.,.,0.0,.
O=C(c1ccc(Br)o1)N1CCC(Cc2ccccc2)CC1,19.3,-34.3,-4.3,18.5,-1.1,-1.6,-0.1,1.1
O=S(=O)(c1ccc(NC(=S)NCc2cccnc2)cc1)N1CCCCC1,8.1,-1.4,3.1,-9.8,0.0,-5.4,1.0,-2.0
CC(C)n1c(=O)c2ccccc2n1S(C)(=O)=O,.,-4.7,7.2,0.3,0.1,1.6,0.1,0.9
Cc1cccc(NC(=O)CN2C(=O)S/C(=C\c3cccn3-c3cccc(C(=O)O)c3)C2=O)c1,-9.2,13.0,0.1,2.0,-0.9,4.2,0.0,10.7
CCS(=O)(=O)N1CCC2(CC1)CN(Cc1ccc3c(c1)OCO3)[C@H](CO)c1[nH]c3cc(OC)ccc3c12,.,14.4,0.4,9.4,-2.0,5.5,0.2,14.5
COc1cc(/C=C(\NC(C)=O)C(=O)NC(C)(C)CC(C)(C)C)ccc1OC(C)=O,-0.1,-1.7,8.9,22.4,-2.2,15.8,0.0,6.0
COc1ccc(S(=O)(=O)Nc2cccc3c2O[C@@H](CN(C)S(=O)(=O)c2ccc(Cl)cc2)[C@@H](C)CN([C@@H](C)CO)C3=O)cc1,-12.2,-8.3,0.6,-14.6,-1.0,-6.9,-0.2,-15.0
CCC(CC)C(=O)Nc1nnc(SCC(=O)NC2CC2)s1,-7.9,7.5,3.5,0.1,0.0,3.9,0.1,4.9
CC(=O)c1ccc([C@@H]2C[C@]34CN(Cc5cccc(C(F)(F)F)c5)S(=O)(=O)[C@H]3C[C@H]2O4)cc1,0.2,-15.6,.,12.1,-0.7,.,0.0,0.1
COc1ccnc(Oc2cc(Cl)cc(Cl)c2)c1C#N,.,16.8,-3.0,0.2,1.2,4.9,0.7,7.2
O=C(COc1ccc([N+](=O)[O-])cc1)N/N=C/c1cc([N+](=O)[O-])ccc1N1CCOCC1,6.0,-11.6,.,8.8,.,.,-0.1,.
O=C(CN1C(=O)NC2(CCCC2)C1=O)OCCOc1ccc(F)cc1,-8.0,0.6,-1.7,-0.6,-4.6,.,0.1,-2.3
CCN(C[C@H]1[C@@H](c2ccccc2)[C@@H](CO)N1C(C)=O)C(=O)c1ccccn1,-4.0,5.0,3.5,-6.3,-0.1,-1.2,0.2,-5.3
C[C@@H]1CN([C@@H](C)CO)C(=O)c2cc(NS(=O)(=O)c3cccs3)ccc2O[C@@H](C)CCCCO[C@@H]1CN(C)S(=O)(=O)c1cn(C)cn1,-4.5,4.0,1.7,2.9,3.1,33.6*,0.0,-3.5
Cc1ccc(C(=O)N/C(=C/c2ccc(-c3ccc([N+](=O)[O-])cc3)o2)C(=O)NCCCN(C)C)cc1,15.0,.,7.2,33.5,-1.7,-14.1,61.8*,29.0
O=C(CN1CCCCC1)N/N=C/c1cc2ccccc2nc1Cl,-10.2,-1.6,0.0,-1.2,-0.2,8.7,0.0,-7.3
